Screens (PubChem)
MEKK3 PB1 HTS = raises or lowers MEK5 binding to the human MEKK3 PB1 domain. binding response (% of control), % at 10 µM. hit rate 1.4% among 290,000. bead-based flow cytometry, Alexa488-MEK5 binding to MEKK3; actives lie on both sides; 0 = blocked by unlabeled MEK5, 100 = vehicle. AID 1529;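 active means binding response more than 3 SD above or below the average of its plate-row segment, actives on both sides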;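 further: Alexa488 bead fluorescence after subtracting the streptavidin-only scavenger bead signal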
GPR7 antagonist = blocks human GPR7 receptor signaling; GPR7-expressing cells, fluorescence antagonist assay; inhibition, % at 4.4 µM; hit rate 1.1% among 290,000; AID 1861; in the data active means inhibition above about 16%, passing the limit was not always enough;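 further: cells stimulated with the agonist NPW; 0% = agonist with vehicle and 100% = vehicle without agonist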
Target sequence (P48145 whole entry, looked up): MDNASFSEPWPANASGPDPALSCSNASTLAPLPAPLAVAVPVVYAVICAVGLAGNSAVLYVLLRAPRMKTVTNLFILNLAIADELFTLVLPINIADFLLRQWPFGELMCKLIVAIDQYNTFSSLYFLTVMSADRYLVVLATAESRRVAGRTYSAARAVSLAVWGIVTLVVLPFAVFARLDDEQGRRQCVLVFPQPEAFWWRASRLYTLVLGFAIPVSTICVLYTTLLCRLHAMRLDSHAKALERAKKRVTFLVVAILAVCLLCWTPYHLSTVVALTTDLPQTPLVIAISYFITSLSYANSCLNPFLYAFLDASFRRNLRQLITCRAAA
FID counter = fluorescent intercalator displacement, NS3 helicase counter-screen; DNA fluorescent intercalator displacement, fluorescence; inhibition, % at 7.9 µM; hit rate 0.17% among 290,000; AID 1845; in the data active means inhibition above about 37%;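 further: 0% = vehicle and 100% = reference compound; higher means more ethidium bromide displaced from hairpin DNA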
MEKK2 WT-MEK5 = raises or lowers MEK5 binding to wildtype human MEKK2 PB1 domain; Q9Y2U5; bead flow cytometry, Alexa488-MEK5 binding to MEKK2 WT; actives lie on both sides; binding response (% of control), % at 10 µM; hit rate 1.1% among 290,000; AID 1531; in the data active means binding response below about 67% or above about 130%
OXTR ag = agonists of human oxytocin receptor. P30559. CHO-OTR cells, Fluo-8 calcium fluorescence; normalized: DMSO 0%, oxytocin 100%. activation, % at 3 µM. hit rate 0.32% among 320,000. AID 2435;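 active means activation above the mean of all tested compounds plus 3 SD, cutoff set per screening run, cut at about 20% in these data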;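 further: peak over basal fluorescence ratio from a 100 s FLIPR kinetic read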
Target sequence (P30559 whole entry, looked up): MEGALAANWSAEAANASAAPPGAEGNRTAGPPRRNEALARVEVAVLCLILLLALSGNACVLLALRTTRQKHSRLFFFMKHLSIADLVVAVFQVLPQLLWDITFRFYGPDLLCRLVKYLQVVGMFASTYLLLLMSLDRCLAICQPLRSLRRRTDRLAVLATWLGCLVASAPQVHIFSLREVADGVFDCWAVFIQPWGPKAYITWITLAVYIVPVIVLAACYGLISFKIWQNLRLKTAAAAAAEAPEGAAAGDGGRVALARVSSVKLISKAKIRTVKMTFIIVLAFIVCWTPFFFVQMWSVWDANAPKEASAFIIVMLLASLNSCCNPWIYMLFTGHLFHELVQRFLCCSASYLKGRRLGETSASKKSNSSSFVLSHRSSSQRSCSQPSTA
M18AAP inhibitor = PfM18AAP enzyme inhibition; hit rate 1.2% among 290,000; recombinant PfM18AAP, H-Glu-NHMec fluorogenic cleavage; inhibition, % at 7.35 µM;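 active means inhibition above the campaign mean inhibition over all tested compounds plus 3 SD, cut at about 28% in these data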;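 further: 0% = plate median of test compound wells and 100% = 2 mM ZnCl2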
PHOSPHO1 inh = PHOSPHO1 (human) inhibition; Q8TCT1; recombinant PHOSPHO1, absorbance phosphatase assay; inhibition, % at 13.3 µM; hit rate 1.1% among 290,000; AID 1565; in the data active means inhibition above about 60%
Target sequence (Q8TCT1 whole entry, looked up): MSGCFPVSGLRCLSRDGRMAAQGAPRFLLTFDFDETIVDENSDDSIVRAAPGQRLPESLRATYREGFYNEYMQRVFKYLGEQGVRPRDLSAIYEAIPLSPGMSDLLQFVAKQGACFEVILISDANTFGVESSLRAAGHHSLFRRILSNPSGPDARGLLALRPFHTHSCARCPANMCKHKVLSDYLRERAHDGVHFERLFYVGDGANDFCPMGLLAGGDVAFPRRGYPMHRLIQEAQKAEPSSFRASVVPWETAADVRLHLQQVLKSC
MEKK2mut PB1 HTS = signal of MEK5 binding to mutant human MEKK2 PB1 domain; hit rate 0.35% among 290,000; percent response, % at 10 µM; bead flow cytometry, Alexa488-MEK5 binding to MEKK2 mutant; in the data active means percent response above about 24%, passing the limit was not always enough; further: inactives centre near 1; some results filed as inactive read as strong as hits; reference of the scale not given here
NALP1 yeast inh = NALP1 inhibition; inhibition, % at 10 µM; hit rate 0.61% among 280,000; S. cerevisiae NALP1/ASC/caspase-1 growth, X-gal OD620, 72 h; AID 2071; in the data active means inhibition mostly above about 24%, no sharp cut-off; inactive means mostly below about 32%; further: some compounds called inactive have numbers as strong as hits
* hit, by the source's call; · = not tested or not shown; [ ] = dose if it differs, or a comment. Outcome played no part in choosing rows; overall some 6.2% were active at least once.

SMILES	MEKK3 PB1 HTS	GPR7 antagonist	FID counter	MEKK2 WT-MEK5	OXTR ag	M18AAP inhibitor	PHOSPHO1 inh	MEKK2mut PB1 HTS	NALP1 yeast inh
CCCc1cc(=O)oc2cc(OCc3nn[nH]n3)ccc12	105	-10	-10	103	1.3	1	19	-2	-2
O=C(Nc1cccc(C(F)(F)F)c1)C(Sc1ncnc2ccccc12)c1ccccc1 (stereo unspecified)	100	14	1	114	-0.5	2	-1	21	17
COc1ccc(/C=N/NC(=O)c2c(Br)cnn2C)c2ccccc12	106	-9	-31	111	0.2	9	38	7	16
CC(NC(=O)CCNS(=O)(=O)c1ccc2c(c1)c(=O)n(C)c(=O)n2C)c1ccccc1 (stereo unspecified)	99	-6	-7	103	-0.3	-9	17	0	-1
O=C(N/N=C/C(Cl)=C/c1ccccc1)c1ccncc1	99	-2	-2	102	1.6	-2	12	-1	2
CCOC(=O)CSc1nc2cc(C(=O)NCc3ccco3)ccc2c(=O)n1-c1ccc(F)cc1	106	·	·	108	-0.5	·	11	5	34
CCn1c(CC(C)C)n[nH]c1=S	85	11	1	87	1.6	2	8	-9	6
COc1ccc(C(=O)C2CCN(C(=O)c3ccco3)CC2)cc1	100	1	-9	100	0.0	-2	-17	7	-1
COC(=O)C1C(c2ccccc2)NC(=O)NC1(O)C(F)(F)Cl (stereo unspecified)	82	-16	-1	71	0.5	2	20	-11	1
C=CCOc1cccc(C2C(C(=O)c3ccc(C)o3)=C(O)C(=O)N2Cc2ccncc2)c1 (stereo unspecified)	97	-14	-36	101	-1.7	-18	55	5	1
COc1cc(CCC(=O)Nc2cnc3ccccc3c2)cc(OC)c1OC	105	7	0	105	-0.9	0	25	1	6
Cc1ccccc1NC(=S)NNC(=O)c1ccncc1	109	4	-10	99	1.4	2	48	-1	-4
Cc1cc2cc(CN(Cc3cccs3)C(=S)NCC3CCCO3)c(=O)[nH]c2cc1C (stereo unspecified)	100	-9	-6	100	-0.9	0	-21	-2	10
O=S1(=O)CCN2C=Nc3sc4c(c3C2=N1)CCCC4	101	-11	5	97	2.9	6	52	2	13
O=Cc1cn(-c2ccccc2)nc1-c1ccc(F)cc1	99	14	-1	97	-1.4	-1	·	0	7
CC(C)c1ccc(C2C(C#N)=C(N)Oc3c2oc(CO)cc3=O)cc1 (stereo unspecified)	97	1	-13	80	0.0	-7	32	-12	-8
Cc1c(O)ccc(/C=N/Nc2nc(-c3cccnc3)nc3ccccc23)c1O	97	-9	-7	106	-0.5	29*	49	-1	11
Nc1nnnn1/N=C/c1cc([N+](=O)[O-])ccc1O	94	-8	-5	96	1.5	-1	42	-6	·
O=C(CCCCCNC(=O)N1CCn2c1nc1ccccc12)NCCc1ccccc1	100	-9	-44	104	-1.6	-13	31	2	-1
Cc1ccc(Nc2ccc(C(=O)NC3CCCCC3)cn2)cc1	107	-21	-24	103	-0.6	2	43	1	·
N#CCc1ccc(Oc2ncc(C(F)(F)F)cc2Cl)cc1	101	-4	-9	98	-1.3	-11	16	-1	-8
Cc1ccc(-c2n[nH]c(=S)n2/N=C/c2ccc(C(=O)O)cc2)cc1	104	-1	-12	109	-1.2	36*	-72	7	-10
CCOc1ccc(N2C(=O)CN(c3cccc4ccccc34)C2=S)cc1	94	6	-8	93	-1.8	5	28	-7	-9
COc1cnn(-c2cc(Oc3ccc(C)cc3)ncn2)c(=O)c1Cl	100	-8	-11	100	0.1	-7	-1	0	-3
CN(CC(=O)O)S(=O)(=O)c1cccs1	105	-5	4	103	0.2	0	14	1	18
O=C(CC1CCCCC1)N1CCN(c2ccccn2)CC1	95	0	-19	94	0.5	-9	34	-9	9
O=C(NCCCCc1ccccc1)Nc1ccc(F)cc1	106	1	-13	112	-1.8	0	0	9	8
Cc1ccc(-c2nc(-c3ccncc3)no2)cc1Cl	90	-1	-46	92	1.0	6	3	1	6
Cc1nc2ccccc2nc1OCC(=O)NCC(F)(F)F	97	-10	-4	96	0.3	-1	0	-2	18
CCOC(=O)Cn1cc(C(=O)C2CC2)c2ccccc21	2.0*[inhibitor]	13	-3	2.0*[inhibitor]	-0.4	7	-1	-16	15

M18AAP inhibitor, entries above that show a hit.
Molecule | MEKK3 PB1 HTS | GPR7 antagonist | MEKK2 WT-MEK5 | M18AAP inhibitor | PHOSPHO1 inh | MEKK2mut PB1 HTS | NALP1 yeast inh
Cc1c(O)ccc(/C=N/Nc2nc(-c3cccnc3)nc3ccccc23)c1O | 97 | -9 | 106 | 29* | 49 | -1 | 11
Cc1ccc(-c2n[nH]c(=S)n2/N=C/c2ccc(C(=O)O)cc2)cc1 | 104 | -1 | 109 | 36* | -72 | 7 | -10

Going on with the list.
SMILES	MEKK3 PB1 HTS	GPR7 antagonist	FID counter	MEKK2 WT-MEK5	OXTR ag	M18AAP inhibitor	PHOSPHO1 inh	MEKK2mut PB1 HTS	NALP1 yeast inh
Clc1ccc(-n2cc(COCc3ccccc3)nn2)cc1	88	3	-25	93	-2.8	-4	20	-1	8
Cc1ccc2[nH]c(=O)c(CN(CCO)C(=O)N(C)C)cc2c1	96	-4	-11	94	-0.1	7	·	-2	·
Cc1ccc(NCc2nnc(SCC(=O)N3c4ccccc4Sc4ccccc43)o2)c(C)c1	102	0	-6	99	-0.4	0	-14	-1	25
O=C(Nc1ccc(OCc2ccccc2Cl)cc1)c1cccnc1	93	6	-20	91	4.7	7	29	0	4
Cc1nnc(SCC(=O)Nc2ncc(S(=O)(=O)c3ccc([N+](=O)[O-])cc3)s2)s1	107	-15	0	100	1.3	-4	-6	0	7
CCC(C(=O)OC)(C(=O)OC)c1ccc([N+](=O)[O-])cc1	106	-3	-1	102	-0.3	24	32	-4	25
O=C(C1=C(O)C(=O)N(CCN2CCOCC2)C1c1cccc(F)c1)c1cc2ccccc2o1 (stereo unspecified)	91	4	-45	92	1.5	9	44	-4	20
CCN(CC)CCn1c(NCc2cccc(OC)c2)nc2ccccc21	90	14	25	90	-1.3	1	-21	-5	-7
Cc1cc(SCC(=O)N2CCC(c3noc4ccc(F)cc34)CC2)nc2ccccc12	100	-2	-3	101	0.4	-2	13	0	7
CC12CCC(O)CC1=CCC1C2CCC2(C)C1CCC21CCC(=O)O1 (stereo unspecified)	101	-6	-20	104	7.8	8	3	-1	34
COc1ccc(CNC(=O)CN(Cc2cccs2)C(=O)CCC(=O)Nc2ccccn2)cc1	100	2	-25	101	-2.1	-3	16	-1	4
COCCNc1oc(/C=C/c2ccccc2)nc1C#N	104	-5	-16	104	-0.8	0	42	-4	·
Clc1ccc(-c2nnc(SCc3cn4ccsc4n3)n2CC2CCCO2)cc1 (stereo unspecified)	106	-5	-16	101	-1.7	-1	43	4	4
Cc1cccc(NS(=O)(=O)c2nnc(NC(=O)c3ccccc3F)s2)c1	100	-6	-21	96	2.0	8	2	2	9
COc1ccc(-c2noc(CCCC(=O)O)n2)cc1	100	2	3	99	0.1	-2	41	1	5
O=C(CCS(=O)(=O)c1ccc(Br)cc1)N1CCN(c2ccc(F)cc2)CC1	101	1	-34	102	1.9	-1	24	12	2
COCCn1c(=N)c(C(=O)NCCc2ccccc2)cc2c(=O)n3cccc(C)c3nc21	100	-1	3	97	-1.3	1	·	1	·
Fc1cc(Br)cc(F)c1NC(=S)N1CCOCC1	106	-4	1	105	0.2	-13	18	8	21
CC(=O)Oc1ccc(-c2nc(-c3cccnc3)no2)cc1	93	-1	-2	99	2.8	1	14	0	9
Cc1csc2ncc(C(=O)Nc3ccc4c(c3)OCCO4)c(=O)n12	112	·	·	109	1.7	·	8	12	·
Cc1ccc2[nH]c(CNC(=O)c3ccc(F)cc3)cc2c1	103	-8	0	108	-0.5	-7	4	6	2
COc1cccc(Cn2nnc(C(=O)NCCc3ccc(Cl)cc3)c2N)c1	100	-6	-11	99	1.0	6	-4	1	-9
CCS(=O)(=O)N1CCC(C(=O)NCc2ccco2)CC1	92	-2	1	104	0.3	1	-27	-1	0
O=S(=O)(NCCN1CCOCC1)c1ccc(Cl)s1	107	-8	4	105	-0.5	6	28	1	12
CCOc1ccccc1-c1nc(CN2CCC(C(=O)N3CCOCC3)CC2)c(C)o1	101	-3	-4	104	-0.5	-4	18	3	29*
COc1cccc2cc(-c3cc(=O)oc4cc(C)c(OCC(C)=O)cc34)oc12	89	-4	-7	93	-0.6	8	3	-10	28
O=C(N/N=C/C=C\c1cccc([N+](=O)[O-])c1)c1ccccn1	106	-4	0	114	-0.7	-4	-26	20	3
CCC(C)[C@H](NC(=O)Nc1ccc(Oc2ccccc2)cc1)C(=O)O (stereo partly specified)	111	-7	-29	105	-0.3	-1	-23	8	-9
CC(C)c1nc2c(c(=O)c3ccccc3n2C)c(=O)n1CCc1ccccc1	100	-20	-26	102	28*	0	15	-3	16
COc1ccc(C(=O)NN2C(=O)C3C4C=CC(O4)C3C2=O)cc1 (stereo unspecified)	103	-11	-1	101	0.4	-6	-13	6	36
O=C(Nn1cnc2ccccc2c1=O)c1ccccc1Cl	106	2	-5	103	-0.2	-4	-9	7	2
O=C(Cc1cc(=O)[nH][nH]1)N/N=C/c1ccccc1[N+](=O)[O-]	121	-7	-12	110	0.1	2	-2	1	4
CCOC(=O)C1CCN(CCCSc2ccc(C)cc2)CC1	104	-5	5	107	-0.4	5	·	3	·
Cc1nn(Cc2ccc(C(=O)Nc3ccccc3F)cc2)c(C)c1Cl	97	32*	-32	94	-1.1	25	45	-6	5
COC(=O)c1ccc(N2CCN(C)CC2)c(NC(=O)c2cc3ccccc3o2)c1	111	-1	-1	114	1.0	3	-14	3	12
O=C(Nc1cccc(Cl)c1)c1ccc(NC2=NC3CS(=O)(=O)CC3S2)cc1 (stereo unspecified)	100	0	-1	98	-1.2	1	18	-6	-8
Cn1c(=O)cc(OCCCC(=O)NCCC2=CCCCC2)c2ccccc21	96	3	-34	93	-2.7	4	9	-12	2
CCCN(CC1CC1)C(=O)CSc1nnc(-c2ccco2)n1N	103	-15	-5	100	0.2	1	5	8	3
Cc1nc2cncc(Br)c2n1C	103	-3	-2	102	-0.5	1	-24	0	14
COc1cccc(CNc2ccc(F)c([N+](=O)[O-])c2)c1O	102	-5	5	102	4.8	7	29	0	20
CCCNC(=O)C1(CC2CC(c3ccccc3)=NO2)CCN(C(=O)C2(C)CC2)CC1 (stereo unspecified)	106	·	·	107	0.7	·	·	4	·
Cc1ccnc(NC2c3ccccc3C(=O)N2Cc2ccccc2Cl)c1 (stereo unspecified)	104	-4	0	106	-1.2	-4	5	7	19
O=C1C2C3C=CC(C2C(=O)N1C1CCCCC1)C1C2C(=O)N(C4CCCCC4)C(=O)C2C31 (stereo unspecified)	116	5	-1	105	0.8	-7	4	0	3
O=[N+]([O-])c1cc(CN2CCC(O)CC2)ccc1Cl	94	3	2	93	0.5	3	-47	-6	-27
Cc1ccc(S(=O)(=O)Nc2nc3c(s2)C(=O)CC(C)(C)C3)cc1	102	2	-32	97	0.2	-52	33	1	6
Cc1cc(OCC(=O)O/N=C(\N)c2ccccc2)cc(C)c1Cl	98	-2	3	104	1.2	1	-1	1	-10
O=C(Nc1ccc2c(c1)OCCO2)c1cccs1	94	0	3	100	-0.9	-5	2	0	·
COc1ccc(Cl)cc1N(CC(=O)Nc1ccccc1SC)S(C)(=O)=O	100	0	-25	97	0.2	-12	-7	1	15

Whole records from above:
COc1ccc(Cl)cc1N(CC(=O)Nc1ccccc1SC)S(C)(=O)=O in the list: MEKK3 PB1 HTS = 100; GPR7 antagonist = 0; FID counter = -25; MEKK2 WT-MEK5 = 97; OXTR ag = 0.2; M18AAP inhibitor = -12; PHOSPHO1 inh = -7; MEKK2mut PB1 HTS = 1; NALP1 yeast inh = 15
Cc1ccnc(NC2c3ccccc3C(=O)N2Cc2ccccc2Cl)c1 (stereo unspecified) in the list: MEKK3 PB1 HTS = 104; GPR7 antagonist = -4; FID counter = 0; MEKK2 WT-MEK5 = 106; OXTR ag = -1.2; M18AAP inhibitor = -4; PHOSPHO1 inh = 5; MEKK2mut PB1 HTS = 7; NALP1 yeast inh = 19
